High-throughput results as filed in PubChem BioAssay.
MC4R antag cAMP: antagonists of human melanocortin 4 receptor (MC4R). P32245. MC4R-expressing cells, MTII-stimulated cAMP, LANCE TR-FRET. inhibition, % at 6.5 µM. 0.48% of 360,000 active. AID 540295;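 active means inhibition above its plate's cutoff, the mean of tested wells on that plate plus 3 SD, cut at about 29% in these data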;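 further: 0% = Melanotan II alone and 100% = Melanotan II plus saturating MCL0020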
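Test system: U2OS cells stably expressing human melanocortin 4 receptor (MC4R); also added: Melanotan II challenge; compound: 6.5 µM single dose; timing: 30-min compound preincubation, 1-h Melanotan II challenge, 1-h detection, room temperature; signal: Eu-cAMP/anti-cAMP TR-FRET, emission 671 nm; repeats: one well per compound, no replicates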
ABCB6 inh 2: inhibitors of human ABC transporter ABCB6 | Q9NP58 | K562-ABCB6 porphyrin accumulation, flow cytometry, 1 h; stronger effect = lower value | fluorescence ratio to DMSO, % at 10 µM | 0.19% of 360,000 active | AID 602162;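 active means fluorescence ratio to DMSO below 75%, the collection mean minus 3 SD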;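 further: signal is porphyrin accumulated inside mitochondria; 100% equals median channel fluorescence of DMSO control wells; lower ratio means ABCB6 inhibition with less porphyrin fluorescence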
ABHD5-PLIN5 inh: inhibitors of human ABHD5-perilipin-5 interaction | AID 602281 | Split G. princeps luciferase complementation, luminescence, 4 h | inhibition, % at 4 µM | 0.78% of 360,000 active;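 active means inhibition above the mean inhibition across every tested compound plus 3 SD, cut at about 22% in these data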;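 further: 0% = DMSO only wells and the 100% control is not disclosed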
N-glyco inh: blocks N-linked glycosylation in D54 reporter cells | AID 588692 | reporter increase, % at 12.5 µM | 0.23% of 360,000 active | D54 ERlucT glycosylation luciferase reporter, 24 h; percent of 100 nM tunicamycin response;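 active means mean luciferase reporter signal, scaled so untreated is 0 and the glycosylation-blocking control 100, at or above a set limit in every replicate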;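 further: luciferase carries N-glycosylation sites so blocking glycosylation raises the light; 0% = median of neutral control wells and 100% = median of 100 nM tunicamycin wells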
Granule exo inh: blocks lytic granule exocytosis; TALL-104 LAMP-1 surface exposure, flow cytometry; cells stimulated with thapsigargin and PMA; inhibition, % at 10 µM; 0.66% of 360,000 active; AID 651702;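 active means inhibition above about 55%, limit read from the data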
PDI inh: inhibitors of human protein disulfide isomerase | AID 588391 | PDI insulin aggregation turbidity, A650, 90 min | P07237 | inhibition, % at 10 µM | 0.052% of 350,000 active;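 active means mean inhibition across replicates of 30% or more, whatever share of single replicates reach that level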;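 further: absorbance from insulin aggregation driven by PDI reduction with DTT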
Target sequence (P07237 whole entry, looked up): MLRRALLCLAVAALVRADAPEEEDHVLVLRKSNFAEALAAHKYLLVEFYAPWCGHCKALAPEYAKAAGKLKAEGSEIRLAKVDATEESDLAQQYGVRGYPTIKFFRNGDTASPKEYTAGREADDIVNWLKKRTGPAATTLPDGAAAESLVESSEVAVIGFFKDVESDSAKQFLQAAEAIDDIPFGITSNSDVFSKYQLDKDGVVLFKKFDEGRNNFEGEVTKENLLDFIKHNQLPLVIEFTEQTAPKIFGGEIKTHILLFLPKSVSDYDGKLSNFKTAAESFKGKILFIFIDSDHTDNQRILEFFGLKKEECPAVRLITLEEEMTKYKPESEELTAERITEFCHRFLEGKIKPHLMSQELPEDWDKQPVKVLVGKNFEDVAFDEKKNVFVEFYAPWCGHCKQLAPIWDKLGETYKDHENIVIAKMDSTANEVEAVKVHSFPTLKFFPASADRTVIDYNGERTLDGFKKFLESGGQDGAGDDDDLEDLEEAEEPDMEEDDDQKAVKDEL
CaV13 ICDI inh: Disruptors of the CACNA1D IQ motif to Ca2+-dependent inactivation inhibitor domain association, primary screening, Förster resonance energy transfer in intact living …; HEK cells, CFP/YFP FRET ICDI-IQ, plate reader, 10 min; percent FRET-ratio fall versus neutral wells; inhibition, % at 12.3 µM; 0.098% of 340,000 active; AID 743397;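 active means mean replicate inhibition of at least 30% and at least 1% of replicates passing that level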;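 further: 0% = median of the neutral control wells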
MC4R ag barr: activates human MC4R beta-arrestin recruitment. U2OS MC4R beta-arrestin complementation, luminescence; percent of melanotan II response, DMSO zero. 0.98% of 360,000 active. activation, % at 8.9 µM. P32245;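 active means activation above a per-plate cutoff, the mean activation of sample wells on that plate plus 3 SD, cut at about 8% in these data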
HTR2A ag: agonists of mouse serotonin 5-HT2A receptor (HTR2A); CHO-K1 mHTR2A beta-arrestin complementation, luminescence; percent of 30 µM serotonin response; activation, % at 7.6 µM; 0.66% of 360,000 active;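 active means activation above a run cutoff, the mean activation of all tested compounds plus 3 SD, cut at about 14% in these data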;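 further: 0% = plate median of compound wells and 100% = 30 µM serotonin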
Target sequence (P35363 whole entry, looked up): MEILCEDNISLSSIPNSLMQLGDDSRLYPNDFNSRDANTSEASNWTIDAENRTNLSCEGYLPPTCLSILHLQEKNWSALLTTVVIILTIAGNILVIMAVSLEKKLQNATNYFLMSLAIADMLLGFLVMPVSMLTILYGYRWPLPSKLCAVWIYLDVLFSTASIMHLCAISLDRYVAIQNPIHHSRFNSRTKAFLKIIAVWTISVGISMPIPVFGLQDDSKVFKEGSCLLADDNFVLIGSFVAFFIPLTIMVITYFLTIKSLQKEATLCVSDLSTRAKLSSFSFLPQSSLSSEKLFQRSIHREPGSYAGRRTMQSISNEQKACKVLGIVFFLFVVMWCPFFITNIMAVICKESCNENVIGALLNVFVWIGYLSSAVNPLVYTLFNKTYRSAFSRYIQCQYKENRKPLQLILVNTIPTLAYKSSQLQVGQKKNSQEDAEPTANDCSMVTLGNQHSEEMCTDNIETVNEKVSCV
H9c2 protect: protects H9c2 cardiomyocytes from peroxide injury | 0.63% of 360,000 active | H2O2 injury protection, ATPLite, 2 h | AID 588492 | protection from H2O2 cell death, % at 20 µM;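 active means compounds giving at least 50% protection of heart cells from peroxide-induced death in the single-dose screen, raw or plate-pattern-corrected value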;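 further: 0% = DMSO wells with peroxide and 100% = DMSO wells without peroxide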
Numbers without * were called inactive; i = inactive; . = not tested or not shown.

Screens in order: H9c2 protect, ABHD5-PLIN5 inh, MC4R antag cAMP, CaV13 ICDI inh, ABCB6 inh 2, MC4R ag barr, HTR2A ag, Granule exo inh, PDI inh, N-glyco inh
- CC(C)C(c1nnnn1C1CCCC1)N1CCC(C(N)=O)CC1 (configuration not stated)
 : 4.2, 11.2, -7.7, -4.3, 98.0, 0.8, 0.4, -2.5, 7.3, -0.2
- COc1ccc(Cl)cc1NC(=O)NNC(=O)C(=O)Nc1ccc(F)cc1
 : 7.1, 17.7, 8.2, -17.7, 95.0, 1.0, 1.4, -0.8, -7.7, 1.2
- COc1ccc2ccccc2c1/C=N/NC(=S)Nc1cc(S(=O)(=O)N2CCOCC2)ccc1N1CCOCC1
 : -0.2, 8.3, 5.1, -4.6, 98.0, -2.6, 2.6, -4.9, 9.2, -3.3
- C[C@]12c3[nH]c4ccc(Cl)cc4c3CCN1C(=O)[C@@H](CC(=O)NCCCn1ccnc1)C[C@@H]2C(=O)N1CCCCC1
 : 3.2, 2.4, -0.8, -5.7, 98.0, -1.8, -4.2, -1.2, 4.4, 2.5
- CCN(CC(=O)Nc1ccc(OC)cc1)C(=O)c1ccc(OCc2c(C)noc2C)cc1
 : -4.4, -8.9, 9.1, -6.6, 90.0, -1.6, -5.6, 5.2, -4.2, 0.5
- COc1ccccc1NC(=O)c1ccccc1C(=O)Nc1ccccc1OC
 : 1.8, 0.3, 3.1, -2.9, 108.0, 0.4, -27.5, 6.8, 7.7, -1.8
- Cc1ccc(C)c(NC(=S)N2CCC(N(C)CC3CCCO3)CC2)c1 (configuration not stated)
 : 8.7, -2.9, 6.4, -8.4, 104.0, 1.4, 5.2, -1.8, 1.1, 1.4
- CC1CC(C)CN(C(=O)COC(=O)c2ccc(S(=O)(=O)N(C)c3ccccc3)cc2)C1 (configuration not stated)
 : 3.7, 9.4, 3.1, -10.0, 100.0, 2.9, 3.6, 0.3, 1.2, 1.6
- OCCC1CN(Cc2cccs2)CCN1Cc1ccccc1 (configuration not stated)
 : -5.0, 2.7, -2.3, 11.5, 103.0, -1.1, -6.2, 1.0, 11.7, -2.8
- CCN(CC)S(=O)(=O)c1ccc2c(c1)nc(CCC(=O)Nc1ccc3c(c1)OCO3)n2C
 : -3.3, 4.7, 13.9, -2.8, 100.0, -0.3, -7.5, 0.6, -4.5, 1.5
- CCOC(=O)/C=C/c1nc(C(=O)OCC)c(C)c(=O)[nH]1
 : 5.2, 2.4, 0.6, -4.4, 98.0, -0.4, -1.8, 0.6, 6.1, -1.2
- Cc1cc(C)n2nc(CC(=O)NCc3ccc(F)cc3)nc2n1
 : 0.2, -4.4, 7.2, -7.7, 100.0, 2.9, 2.4, 12.3, -1.8, 4.1
- c1ccc(NC2=NCCN2CCCC2CCCC2)cc1
 : -6.6, 1.9, -2.2, -11.3, 91.0, -0.1, 3.7, 53.6, -0.8, -1.5
- CCOc1ccc(-c2nnc3ccc(SC)nn23)cc1
 : -3.2, -7.4, 1.2, -9.4, 96.0, -3.0, -2.1, -2.0, -5.2, -3.1
- CC1=N/C(=C/c2ccco2)C(=O)O1
 : -0.2, -2.9, -0.1, 2.6, i, -2.0, -2.5, 0.5, -0.5, 1.8
- CCCCN1C(=O)C(CC(=O)NC2CCCC2)CC(C(=O)N(C(C)C)C(C)C)=C1C (configuration not stated)
 : 2.3, 1.7, 26.9, -5.8, 101.0, -1.1, -4.8, -4.5, 0.6, 0.8
- COc1cccc(NC(=O)c2ccc(NC(=O)C(C)C)cc2)c1
 : -7.6, -1.3, 27.3, -7.5, 100.0, 1.2, -3.3, -1.9, -8.3, 2.1
- O=C(N1CCCC1)C12CC3CC(CC(C3)C1)C2
 : 3.0, 4.7, 1.1, -6.7, 100.0, 0.7, -0.4, -0.1, 8.3, -1.1
- O=C1C(C2=C(O)c3ccccc3C2=O)=Nc2ccccc21
 : -15.6, -21.6, -8.2, -8.4, 424.0, -2.1, -0.2, 11.2, 26.0, 6.5
- Cc1ccc(CCNC(=O)c2coc3nc4ccccc4nc23)cc1
 : 5.7, 2.2, 4.0, -4.0, ., -2.4, -6.6, -1.7, -1.4, -0.6
- CCOC(=O)C1CCCN(C(=O)COC(=O)c2cccs2)C1 (configuration not stated)
 : -0.6, 8.8, 6.1, -3.8, 101.0, -1.5, -0.8, -2.3, 22.8, 0.8
- Cc1ccc(S(=O)(=O)N2CCN(C(=O)c3ccccc3)C2C(C)C)cc1 (configuration not stated)
 : 14.1, 11.7, 5.4, -9.0, 97.0, 0.0, 3.1, -1.2, 5.3, -1.0
- CC(C)(C)NC(=O)c1cc(NC(=O)c2cccs2)cc(NC(=O)c2cccs2)c1
 : 62.9*, 4.1, 2.3, ., 97.0, -1.4, -4.1, 3.6, -3.1, -2.3
- CC1=NN2C(=N)/C(=C\c3cc(C)n(-c4cccc(C)c4)c3C)C(=O)N=C2S1
 : -4.9, 1.9, 3.7, -18.0, 101.0, 0.3, 10.7, -3.8, -2.3, -0.8
- Cc1ccc(-c2nnc(COc3cccc(-n4cnnn4)c3)o2)cc1
 : 1.5, 4.1, -7.1, -3.8, 103.0, -1.4, 0.5, -7.0, -1.9, -1.3
- Cc1c(Br)cc(C(=O)O)c(C)c1C
 : 8.1, 8.5, 5.6, -4.2, 104.0, -0.4, 3.2, -3.2, -1.2, 2.6
- Cn1c(CC(=O)Nc2ccc(F)cc2)nnc1SCC(=O)Nc1nncs1
 : -1.5, -1.0, 4.2, -2.7, 97.0, 0.0, -1.6, 12.6, -4.3, 1.6
- O=c1oc2ccc(Cl)cc2cc1-c1ccccc1
 : -7.0, 3.0, 2.1, -3.2, 104.0, -2.7, 0.9, -11.3, -1.6, 0.1
- OC(c1cccc(OCc2ccccc2)c1)c1nnc(-c2ccccc2)o1 (configuration not stated)
 : -27.0, -6.9, 8.7, -5.5, 112.0, 6.5, 3.4, 11.3, -2.4, -4.0
- COc1ccc(S(=O)(=O)N2CCN(C(=O)c3ccc(NC(C)=O)cc3)CC2)cc1
 : 0.8, 6.5, 3.8, -3.6, 105.0, -0.2, 6.4, -2.1, 0.6, 2.7

Some of the entries above, reformatted:
Cc1ccc(S(=O)(=O)N2CCN(C(=O)c3ccccc3)C2C(C)C)cc1 (configuration not stated)
  H9c2 protect: 14.1 | ABHD5-PLIN5 inh: 11.7 | MC4R antag cAMP: 5.4 | CaV13 ICDI inh: -9.0 | ABCB6 inh 2: 97.0 | MC4R ag barr: 0.0 | HTR2A ag: 3.1 | Granule exo inh: -1.2 | PDI inh: 5.3 | N-glyco inh: -1.0
Cc1c(Br)cc(C(=O)O)c(C)c1C
  H9c2 protect: 8.1 | ABHD5-PLIN5 inh: 8.5 | MC4R antag cAMP: 5.6 | CaV13 ICDI inh: -4.2 | ABCB6 inh 2: 104.0 | MC4R ag barr: -0.4 | HTR2A ag: 3.2 | Granule exo inh: -3.2 | PDI inh: -1.2 | N-glyco inh: 2.6

New compounds follow
Screens in order: H9c2 protect, ABHD5-PLIN5 inh, MC4R antag cAMP, CaV13 ICDI inh, ABCB6 inh 2, MC4R ag barr, HTR2A ag, Granule exo inh, PDI inh, N-glyco inh
- CN(Cc1ccc(C(F)(F)F)cc1)C(=O)[C@H]1O[C@@H](n2cnc3c(N)ncnc32)[C@H](O)[C@@H]1O
 : -1.9, 4.5, ., -6.2, 95.0, ., 8.7, -4.9, ., -2.9
- O=C(CCCSc1nc2ccccc2[nH]1)Nc1nnc(C2CC2)s1
 : 8.5, -9.1, -1.5, -6.8, 95.0, 1.5, 3.7, -2.0, -8.4, 1.6
- Cc1ccc(C)c(C(O)c2ncc(-c3ccccc3F)[nH]2)c1 (configuration not stated)
 : -8.2, 0.4, -2.6, -3.5, 93.0, -2.5, 3.2, -6.2, 10.4, 0.2
- O=C(NNC(=S)Nc1ccc(Br)cc1Cl)c1ccco1
 : -0.2, 4.9, -0.9, -4.5, 100.0, 3.2, 0.4, 1.7, -6.1, 0.8
- COc1ccccc1N1CCN(C(CNC(=O)C2CCCCC2)c2cccnc2)CC1 (configuration not stated)
 : -9.7, -5.1, 6.2, -9.0, 84.0, 0.2, 5.7, -2.8, ., 1.3
- COc1ccc(CCNC(=O)c2cc(-c3ccccc3O)n[nH]2)cc1OC
 : 6.6, -0.4, 10.5, ., 92.0, -0.5, 0.2, 2.2, 0.5, -1.2
- CC(=O)CC(=O)Nc1nc(C)cc(C)n1
 : -0.9, -1.4, 4.5, 8.1, 97.0, 0.0, -2.3, 3.2, -2.0, 1.5
- CC(C)(C)NS(=O)(=O)c1ccc2c(c1)oc(=O)c1cc(S(=O)(=O)NC(C)(C)C)ccc12
 : 1.4, 1.3, 2.7, -5.1, 94.0, -1.3, 3.6, 1.8, 1.9, -1.5
- COc1ccc2c(c1)CC(C1(O)C(=O)N(C)c3ccccc31)C2=O (configuration not stated)
 : 16.9, -1.6, 3.5, -3.1, 98.0, -1.1, 2.0, -2.7, 8.8, 1.8
- Cc1ccccc1N1CCN(CCCCN2C(=O)C3CCCN3C2=O)CC1 (configuration not stated)
 : -3.7, -3.1, 3.1, -5.4, 99.0, -1.7, -1.9, -1.0, -5.1, 0.1
- COCCn1nnnc1C(c1cc2cc(C)ccc2[nH]c1=O)N1CCc2ccccc21 (configuration not stated)
 : 0.5, -7.2, 2.0, -5.2, 107.0, -1.4, 12.7, -3.5, -5.0, 2.1
- CCOC(=O)N1CCN(C(c2cccc(OC)c2)c2sc3nc(C)nn3c2O)CC1 (configuration not stated)
 : 11.2, -1.9, 13.9, ., 90.0, -0.8, -1.0, 1.5, 3.4, -0.5
- O=C(Nc1ccc2nn(-c3ccccc3)nc2c1)c1ccc2c(c1)OCO2
 : -12.4, -4.9, 3.2, -6.2, 95.0, 6.9, -0.1, 1.0, 2.4, -2.1
- O=C(O)CN1c2cccc3cccc(c23)S1(=O)=O
 : 2.6, 5.2, 3.7, -1.8, 99.0, 1.6, -2.2, 0.7, 3.5, 1.1
- Cn1c(=O)c2c(nc(N3CCN(c4ccccn4)CC3)n2Cc2ccc(Cl)cc2Cl)n(C)c1=O
 : 16.4, 6.4, 2.6, -3.8, 98.0, -3.6, -0.4, -3.7, 21.9, -1.1
- Cc1cc(NS(=O)(=O)c2ccc(NC(=O)CCCOc3ccccc3)cc2)no1
 : 1.9, 5.2, 5.0, -3.2, 99.0, -1.3, 3.2, 0.6, -0.1, 2.0
- O=C(CSc1nnc(-c2ccccc2Cl)o1)N1CCCC1
 : 1.2, -2.0, -1.7, -4.2, 95.0, 0.7, -0.6, -3.4, 2.5, -8.0
- O=C1C2C3C=CC(C4CC34)C2C(=O)N1/N=C/c1ccc(-c2cccc([N+](=O)[O-])c2)o1 (configuration not stated)
 : 14.3, -6.8, 0.9, -4.8, 87.0, -3.3, -1.9, -4.3, 10.5, -0.9
